# Anthrax LF prot – Bacillus anthracis LF protease inhibitors, primary screen, biochemical, multiplex microsphere, MLPCN library; Lethal factor (Bacillus anthracis), P15917; multiplex microsphere protease cleavage assay; 0.12% of 360,000 active; AID 588501, 2011; inhibition, % at 10 µM; in the data active = inhibition above about 30%; also: plate controls were buffer without enzyme for full effect and enzyme alone for no effect
# BH1578 lux ind – inducers of Vibrio cholerae quorum light production without autoinducers, primary screen, BH1578 luxS cqsA deficient, single point; V. cholerae BH1578 lux reporter, luminescence, 6 h; activation, % at 18.7 µM; 0.16% of 350,000 active; AID 588436, 2011; in the data active = activation mostly above about 9.7%, no sharp cut-off; also: not every result past the cut was called active; inactives centre near 0; reference of the scale not given here
# PriA SSB inh – inhibitors of Klebsiella pneumoniae PriA binding to SSB C-terminal tail, primary screen, biochemical, AlphaScreen | PriA–SSB C-terminal tail interaction (Klebsiella pneumoniae) | AlphaScreen SSBct-PriA binding, biotinylated peptide | inhibition, % at 33 µM | 0.6% of 430,000 active | AID 1272365, 2023; in the data active = inhibition mostly above about 37%, no sharp cut-off; inactive = mostly below about 20%;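 also: plate controls were negative control peptide for no effect and reference peptide for full effect; strong numbers were not always called active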
# TcdB GH inh – TcdB glycohydrolase inhibitors, primary screen, biochemical, single point, plate reader. inhibition, % at 9.99 µM. AID 652162, 2013. 0.24% of 350,000 active. Toxin B (Clostridioides difficile), P18177. TcdB glycohydrolase enzymatic assay; in the data active = inhibition above about 10%
# DUSP3 inh – VHR1 phosphatase inhibitors, primary screen, biochemical, absorbance, uHTS. Dual specificity protein phosphatase 3 (Homo sapiens), P51452. recombinant VHR phosphatase, pNPP absorbance. inhibition, % at 13.3 µM. 0.52% of 290,000 active. AID 1654, 2009; in the data active = inhibition above about 50%; also: some compounds called inactive have numbers as strong as hits
# Target sequence (P51452 whole entry, looked up): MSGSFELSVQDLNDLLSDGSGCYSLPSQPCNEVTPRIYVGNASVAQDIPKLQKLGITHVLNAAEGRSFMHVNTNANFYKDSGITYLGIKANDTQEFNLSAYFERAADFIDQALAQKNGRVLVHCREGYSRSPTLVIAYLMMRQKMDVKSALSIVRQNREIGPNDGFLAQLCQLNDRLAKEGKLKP
# PfHsp40 yeast – rescue of yeast from PfHsp40 toxicity, primary screen, S. cerevisiae, ATP luminescence. S. cerevisiae expressing PfHsp40, growth rescue. growth rescue, % at 12.5 µM. 0.68% of 340,000 active. AID 504582, 2011; in the data active = growth rescue above about 28%, passing the limit was not always enough;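 also: yeast W303a lacking pdr1 and pdr3 grown in galactose medium; growth measured after three days at 30 °C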
# 3CLpro inhibitor – SARS-CoV 3CLpro protease inhibitors, primary screen, biochemical, quenched FRET. Replicase polyprotein 1ab (Severe acute respiratory syndrome coronavirus), P0C6X7. recombinant SARS-CoV 3CLpro, quenched FRET peptide cleavage. inhibition, % at 6 µM. 0.14% of 290,000 active; in the data active = inhibition above about 12%
# MazF activator – activators of E. coli MazEF toxin-antitoxin RNase, primary screen, biochemical, fluorescence, uHTS; FAM/BHQ RNA-DNA oligo cleavage fluorescence, 5 h; activation, % at 20 µM; 0.32% of 350,000 active; AID 504720, 2011; in the data active = activation above about 50%
# Target sequence (P0AE70 whole entry, looked up): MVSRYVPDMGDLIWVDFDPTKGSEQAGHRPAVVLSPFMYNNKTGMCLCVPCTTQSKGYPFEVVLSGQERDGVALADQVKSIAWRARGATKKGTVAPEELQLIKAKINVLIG
# Rv3671c inh – Rv3671c serine protease inhibitors, primary screen, biochemical, fluorescence polarization, M. tuberculosis H37Rv. inhibition, % at 5.96 µM. P9WHR9. 0.048% of 320,000 active; in the data active = inhibition above about 38%;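 also: extracellular domain of Rv3671c used as enzyme; 0% = enzyme with DMSO and 100% = no enzyme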
# Target sequence (P9WHR9 whole entry, looked up, the tested form may be a part): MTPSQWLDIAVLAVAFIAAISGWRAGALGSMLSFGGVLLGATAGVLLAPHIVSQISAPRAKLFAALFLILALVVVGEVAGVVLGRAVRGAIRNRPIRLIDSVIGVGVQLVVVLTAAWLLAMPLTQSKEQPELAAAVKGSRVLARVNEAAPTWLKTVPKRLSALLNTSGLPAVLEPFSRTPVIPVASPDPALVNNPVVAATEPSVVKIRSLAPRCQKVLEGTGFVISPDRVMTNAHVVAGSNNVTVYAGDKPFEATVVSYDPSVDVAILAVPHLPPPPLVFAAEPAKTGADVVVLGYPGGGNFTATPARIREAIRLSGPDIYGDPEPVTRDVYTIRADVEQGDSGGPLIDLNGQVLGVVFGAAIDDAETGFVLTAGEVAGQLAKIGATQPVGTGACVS
# Y pestis TopoI – Yersinia pestis topoisomerase I inhibitors, primary screen, biochemical, cleavage product accumulation, plate reader, single point; DNA topoisomerase I (Yersinia pestis CO92); Y. pestis Topo-I cleavage product accumulation; activity, % at 10 µM; 0.064% of 360,000 active; in the data active = activity above about 50%, passing the limit was not always enough; also: inactives centre near 2
# Numbers without * were called inactive; i = inactive; . = no result given; & = joins results of further samples; ! = repeats disagree. Not all compounds are listed, so the mix of outcomes need not match the whole.
No.	mol	Anthrax LF prot	BH1578 lux ind	PriA SSB inh	TcdB GH inh	DUSP3 inh
1	C#CCSc1nnc(-c2ccc(OC)cc2)o1	0.7	-1.0	-16.1	.	-5.5
2	CCn1c(Cc2ccccc2)nnc1SCC(=O)N1CCCCC1	-0.4	-1.3	-15.3	.	11.8
3	Oc1ccccc1OCc1nc2ccccc2s1	-4.2	i	-13.8	.	31.3
4	N#Cc1ccc(Oc2ccc(/C=N/O)cn2)cc1	2.3	3.1	.	.	-9.0
5	Cc1nc(C(=O)Nc2ccc(F)cc2)nn1-c1ccc([N+](=O)[O-])cc1	-0.1	-0.3	-5.0	.	1.8
6	CCOC(=O)/C(=N/Nc1ccccc1)Sc1nnc(CCc2ccccc2)n1-c1ccccc1	0.7	-0.4	.	0.4	8.5
7	CC(=O)c1c(C)[nH]c(C(=O)Nc2ccccc2Cl)c1C	-1.1	0.6	-6.2	0.6	21.1
8	COc1cc2nc(N(CCCN(C)C)C(=O)c3ccc(C(=O)c4ccccc4)cc3)sc2cc1OC	.	-2.3	37.0*!	0.5	.
9	C=CCN1C(=O)/C(=C/c2ccc(OC)cc2)S/C1=N/c1nccs1	0.6	0.0	.	.	23.7
10	COC(=O)c1ccc(NC(=O)C(=O)N2CCN(C(=S)Nc3cccc(OC)c3)CC2)cc1	0.0	-0.3	-0.9	.	2.9
11	CCCSc1nnc(CN2CCOCC2)n1C	4.0	.	-8.4	.	5.6
12	CCOC(=O)c1cccc(NC(=S)N2CCN(c3ncc4c(=O)c(C(=O)O)cn(CC)c4n3)CC2)c1	-3.3	-0.6	-21.3	2.2	1.7

No.	PfHsp40 yeast	3CLpro inhibitor	MazF activator	Rv3671c inh	Y pestis TopoI
1	-1.4	4.3	5.3	4.2	5.9
2	-1.1	3.0	5.7	5.9	-6.6
3	0.1	-4.3	1.0	-4.8	1.7
4	-0.6	3.3	-1.5	1.3	-7.2
5	0.9	-1.2	6.3	-12.9	-4.7
6	0.6	2.4	-2.5	2.9	18.1
7	1.0	0.8	-8.1	-9.6	2.7
8	-0.3	.	23.0	8.2	-3.3
9	0.6	-1.5	-1.7	3.6	-5.2
10	-1.6	1.8	-3.3	-8.5	6.7
11	-0.1	-2.0	0.5	1.9	2.5
12	-0.4	7.4	-13.6	-3.4	4.4

# (listing goes on)
No.	mol	Anthrax LF prot	BH1578 lux ind	PriA SSB inh	TcdB GH inh	DUSP3 inh
13	COc1ccc(C)cc1S(=O)(=O)N(CC(=O)Nc1cccc([N+](=O)[O-])c1)c1cc(C)cc(C)c1	-1.5	-0.3	2.1	2.7	7.2
14	COc1ccc(OC)c(S(=O)(=O)n2cnc3cc(C)c(C)cc32)c1	-0.2	-16.7	-22.3	.	5.0
15	CCS(=O)(=O)c1ccc(O)c(NC(=O)Nc2ccc(C(C)(C)C)cc2)c1	.	-0.8	11.6	1.3	0.4
16	O=C(CNC(=O)C1CCCC1)Nc1ccccc1Br	2.7	i	-12.3	1.2	.
17	COc1ccc(NC(=O)C(c2ccc(C)cc2)N(C)C(=O)Cc2cccs2)cc1 (stereo unspecified)	0.4	-0.2	0.6	-3.1	4.1
18	NC(=O)c1cccnc1Oc1ccc(Cl)cc1Cl	9.4	-0.5	-7.3	1.0	17.9
19	CC1(C)CC(NS(=O)(=O)c2cccc3ccccc23)CC(C)(C)N1	1.4	0.5	-6.6&-2.0	-0.1	55.5*
20	CCCCCCCCS(=O)c1sc2nc(C)cc(C)c2c1N (stereo unspecified)	-0.4	.	3.6	0.5	16.1
21	COc1ccc(C)cc1S(=O)(=O)N(CC(=O)N1CCCC1)c1ccc(C)cc1	-1.3	-0.1	-10.7	1.0	-3.0
22	C=CCn1c(SCCC)nc(O)cc1=O	1.9	i	-2.8	0.3	24.4
23	CCc1ccc(NC(=O)CSc2nnc(Cc3cccn3C)n2-c2ccc(F)cc2)cc1	-11.8	-0.4	-1.7	-0.9	19.3
24	CCCOC(=O)c1ccc(NC(=O)c2ccccc2OC)cc1	0.1	0.0	-22.1	0.7	8.2

No.	PfHsp40 yeast	3CLpro inhibitor	MazF activator	Rv3671c inh	Y pestis TopoI
13	3.3	1.1	-2.5	-4.0	7.4
14	-0.6	5.0	-15.0	-7.5	27.5
15	-1.4	3.6	0.9	-1.3	5.0
16	-1.0	.	0.7	3.1	1.4
17	7.8	0.1	-1.9	1.1	19.2
18	-0.3	0.8	2.2	-6.8	2.1
19	0.3	-4.4	2.4	-1.9	-12.7
20	1.8	1.4	0.4	1.8	5.9
21	1.9	-5.9	3.9	1.2	17.1
22	2.4	-1.3	6.8	-1.7	-7.5
23	2.7	2.3	-2.9	-2.8	19.1
24	1.2	-2.9	2.3	-8.8	-5.1

# Later entries.
No.	mol	Anthrax LF prot	BH1578 lux ind	PriA SSB inh	TcdB GH inh	DUSP3 inh
25	CCOC(=O)N1CCN(C(=O)Cn2c(C)cc3ccccc3c2=O)CC1	-1.1	1.0	1.4	.	23.2
26	O=C1NC(=O)N(Cc2ccccc2Cl)C(=O)/C1=C/c1cccs1	-0.2	i	-3.1	0.6	6.2
27	COc1ccnc(Oc2ccc(C)cc2C)c1C#N	3.2	-5.0	-5.5	.	24.5
28	O=C(OCCN=C1NS(=O)(=O)c2ccccc21)c1cccc([N+](=O)[O-])c1	-4.3	-1.8	-9.3	1.3	1.1
29	O=C(C[C@H]1C/C=C\CC[C@@H](Cc2ccc(F)cc2)C(=O)OC[C@H]2CCCN2C1=O)N[C@H](CO)Cc1ccccc1	-2.9	-0.8	.	-1.1	.
30	Cc1cc(-c2csc(NC(=O)c3cc4ccccc4o3)n2)c(C)n1C	6.7	i	1.7	.	8.7
31	CC1(C)Nc2ccccc2C(=O)N1c1ccccc1	-2.3	-0.6	6.6	-0.6	-3.8
32	COc1ccc(-c2cc(C(=O)Nc3cc(OC)c(OC)c(OC)c3)no2)cc1	-12.0	-0.6	-4.9	-0.5	27.1
33	O=C1CCCCC1C(Nc1ccc(Br)cc1)c1ccccc1 (stereo unspecified)	2.8	-5.0	-9.4	.	15.6
34	O=C1CC(c2ccc(F)cc2)C(n2cncn2)C(O)=C1C1NCCc2ccccc21 (stereo unspecified)	0.0	i	-9.7	0.1	24.4
35	O=C(c1ccccc1-c1nc(-c2ccc(Cl)cc2)no1)N1CCCC1	-0.6	i	-10.7	1.4	3.5
36	Nc1ccc(Nc2ccccc2N)cc1	-74.9	0.5	90.5	.	5.1

No.	PfHsp40 yeast	3CLpro inhibitor	MazF activator	Rv3671c inh	Y pestis TopoI
25	-0.1	4.0	4.3	2.8	1.3
26	-0.1	5.2	4.5	-28.8	1.0
27	8.0	8.7	-21.0	-2.5	0.6
28	0.9	-3.6	7.4	-2.4	5.0
29	0.5	.	-0.1	5.7	24.0
30	-0.7	-4.2	10.9	-10.3	-0.1
31	-0.2	-1.1	2.8	0.1	-2.3
32	0.1	0.7	5.0	-7.5	-4.8
33	18.3	3.6	-1.0	-0.1	7.1
34	0.4	-4.5	4.4	5.1	-8.0
35	-1.0	0.6	-10.7	7.2	10.3
36	0.3	3.0	15.6	2.3	0.7

# Remaining list, next part:
No.	mol	Anthrax LF prot	BH1578 lux ind	PriA SSB inh	TcdB GH inh	DUSP3 inh
37	Cc1ccc(NC(=O)c2cccc3c2C(=O)N(C2CCCCC2)C3)cc1	-8.2	i	-8.6	.	20.9
38	CCC(=NCCN1CCOCC1)c1c(O)n(C2CCCCC2)c(=O)[nH]c1=O	-1.5	-0.3	-2.0	0.3	-6.4
39	CC1(C)OC(=O)C=C(CC2NS(=O)(=O)OC3CCCCC23)O1 (stereo unspecified)	1.6	i	-3.6	0.4	-2.8
40	COc1cc(C(=O)NNC(=O)c2ccc(F)cc2)ccc1OCC(=O)N1CCOCC1	-8.3	-0.9	-8.1	0.7	.
41	CCOC(=O)c1c(C)[nH]c(C)c1S(=O)(=O)NCc1ccccc1C	0.6	i	5.6	2.0	2.8
42	CSc1nc2ccc(NC(=O)c3ccc(Cl)s3)cc2s1	0.9	-0.2	-9.2	-9.1	7.4
43	CCCCN(C(=O)c1cc(Cl)nc2ccccc12)c1c(N)n(CCCC)c(=O)[nH]c1=O	-3.5	5.0	5.0	-0.9	.
44	CCCCCCN1C[C@H](n2cc(-c3ccc(F)cc3)nn2)[C@@H](O)C[C@@H]1c1ccc(Cl)cc1	1.9	i	.	0.9	.
45	Cc1cc(OCc2nn[nH]n2)c2c(C)c(CC(=O)O)c(=O)oc2c1	0.6	i	-0.1	.	31.6
46	CN1CCN(C(=O)C2=C[C@@H](c3ccccc3)C[C@@H](OCc3ccc(CO)cc3)O2)CC1	-3.9	-2.1	-11.6	0.5&-0.9	46.4
47	Cc1cc(OC(C)C(=O)NCc2ccncc2)c2c(C)cc(=O)oc2c1 (stereo unspecified)	0.4	-0.4	1.8	-0.5	-2.4
48	COc1ccc(CCn2c(-c3ccc(F)cc3)nc3c(c(=O)c4ccccc4n3C)c2=O)cc1OC	-4.4	i	-5.5	0.6	13.1

No.	PfHsp40 yeast	3CLpro inhibitor	MazF activator	Rv3671c inh	Y pestis TopoI
37	0.8	0.9	4.8	-4.4	15.5
38	-2.1	2.5	-0.7	1.4	0.0
39	0.4	3.8	-2.5	-5.9	8.1
40	0.2	.	-2.6	7.2	-0.5
41	-0.7	5.8	7.8	2.8	-4.4
42	0.3	0.5	29.9	-1.4	1.8
43	0.1	.	0.1	7.2	-1.1
44	.	.	6.3	.	17.7
45	1.3	-2.2	2.3	6.8	4.4
46	-0.7	-5.6	-26.0	-1.7	3.1
47	-0.8	-2.3	10.9	-4.1	1.6
48	.	0.4	11.9	3.3	1.4

# Entries shown so far with a Cl atom (7):
No.	mol	Anthrax LF prot	BH1578 lux ind	PriA SSB inh	TcdB GH inh	DUSP3 inh
7	CC(=O)c1c(C)[nH]c(C(=O)Nc2ccccc2Cl)c1C	-1.1	0.6	-6.2	0.6	21.1
18	NC(=O)c1cccnc1Oc1ccc(Cl)cc1Cl	9.4	-0.5	-7.3	1.0	17.9
26	O=C1NC(=O)N(Cc2ccccc2Cl)C(=O)/C1=C/c1cccs1	-0.2	i	-3.1	0.6	6.2
35	O=C(c1ccccc1-c1nc(-c2ccc(Cl)cc2)no1)N1CCCC1	-0.6	i	-10.7	1.4	3.5
42	CSc1nc2ccc(NC(=O)c3ccc(Cl)s3)cc2s1	0.9	-0.2	-9.2	-9.1	7.4
43	CCCCN(C(=O)c1cc(Cl)nc2ccccc12)c1c(N)n(CCCC)c(=O)[nH]c1=O	-3.5	5.0	5.0	-0.9	.
44	CCCCCCN1C[C@H](n2cc(-c3ccc(F)cc3)nn2)[C@@H](O)C[C@@H]1c1ccc(Cl)cc1	1.9	i	.	0.9	.

No.	PfHsp40 yeast	3CLpro inhibitor	MazF activator	Rv3671c inh	Y pestis TopoI
7	1.0	0.8	-8.1	-9.6	2.7
18	-0.3	0.8	2.2	-6.8	2.1
26	-0.1	5.2	4.5	-28.8	1.0
35	-1.0	0.6	-10.7	7.2	10.3
42	0.3	0.5	29.9	-1.4	1.8
43	0.1	.	0.1	7.2	-1.1
44	.	.	6.3	.	17.7

# Source: PubChem BioAssay
